M1 ag – activates human CHRM1 receptor; P11229; CHO-K1 hM1, Fluo-8 calcium fluorescence, agonist mode; 0% DMSO, 100% acetylcholine EC100; activation, % at 3 µM; hit rate 0.33% among 360,000; AID 588814;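 active = activation above the run's mean compound activation plus 3 SD, cut at about 16% in these data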;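 note: peak over basal fluorescence ratio within a 140 s kinetic read after compound addition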
Target sequence (P11229 whole entry, looked up): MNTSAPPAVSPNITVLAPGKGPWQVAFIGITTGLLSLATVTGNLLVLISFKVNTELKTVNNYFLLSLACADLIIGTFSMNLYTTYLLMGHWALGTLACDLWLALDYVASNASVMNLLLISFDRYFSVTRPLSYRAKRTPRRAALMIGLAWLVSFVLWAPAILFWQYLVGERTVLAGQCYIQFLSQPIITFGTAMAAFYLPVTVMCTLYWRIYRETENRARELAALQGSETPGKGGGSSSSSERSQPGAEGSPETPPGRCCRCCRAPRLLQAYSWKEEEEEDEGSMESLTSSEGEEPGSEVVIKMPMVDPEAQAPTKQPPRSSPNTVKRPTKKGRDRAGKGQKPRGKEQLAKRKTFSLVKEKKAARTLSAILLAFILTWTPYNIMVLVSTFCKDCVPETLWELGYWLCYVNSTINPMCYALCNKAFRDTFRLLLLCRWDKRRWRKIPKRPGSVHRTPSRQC
CHRM4 agonist – agonists of human muscarinic M4 receptor (CHRM4); CHO-K1 hM4/Gqi5, Fluo-8 calcium fluorescence; vehicle 0%, full acetylcholine response 100%; activation, % at 3 µM; hit rate 0.14% among 360,000; AID 624127;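 active = activation above the run mean over all test wells plus 3 SD, cut at about 32% in these data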;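 note: peak over basal fluorescence ratio per well then scaled between controls; 0% = DMSO wells and 100% = acetylcholine at EC100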
Target sequence (P08173 whole entry, looked up): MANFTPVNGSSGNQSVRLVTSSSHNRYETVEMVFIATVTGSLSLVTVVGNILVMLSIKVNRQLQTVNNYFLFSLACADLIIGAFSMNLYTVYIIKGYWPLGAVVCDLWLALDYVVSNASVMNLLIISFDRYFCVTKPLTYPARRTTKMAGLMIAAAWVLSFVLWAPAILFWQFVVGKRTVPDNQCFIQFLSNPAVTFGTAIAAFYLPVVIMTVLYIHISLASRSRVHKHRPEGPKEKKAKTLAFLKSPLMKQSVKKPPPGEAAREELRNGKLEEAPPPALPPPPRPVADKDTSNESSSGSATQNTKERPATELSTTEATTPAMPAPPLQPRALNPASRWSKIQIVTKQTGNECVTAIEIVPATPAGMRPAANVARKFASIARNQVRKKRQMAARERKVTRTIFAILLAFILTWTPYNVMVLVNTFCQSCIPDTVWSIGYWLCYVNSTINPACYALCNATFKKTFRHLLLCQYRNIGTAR
CHRM1 antagonist – human CHRM1 antagonism | CHO-K1 hM1, Fluo-8 calcium fluorescence, ACh EC80 antagonist | inhibition, % at 3 µM | P11229 | hit rate 1.3% among 360,000;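 active = percent inhibition above its own plate's cutoff, namely the mean of that plate's compound wells plus 3 SD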;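 note: peak over basal fluorescence ratio during 140 s after agonist addition; 0% = ACh EC80 plus DMSO and 100% = DMSO alone without agonist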
CHO-K1 Ca ag – nonselective activator or artifact in parental CHO-K1 cells; Fluo-8 calcium fluorescence; scaled to maximal ATP response, vehicle zero; activation, % at 3 µM; hit rate 0.48% among 360,000; in the data active = activation above about 15%;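 note: untransfected CHO-K1 host cells lacking M1 receptor as counterscreen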
CHRM4 antagonist – blocks acetylcholine activation of human M4 receptor. inhibition, % at 3 µM. hit rate 0.73% among 360,000. AID 624125. P08173. CHO-hM4 cells, ACh EC80, Fluo-8 calcium fluorescence;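 active = inhibition above its plate's cutoff, the mean inhibition of sample wells plus 3 SD, cut at about 27% in these data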;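 note: 0% = acetylcholine EC80 with DMSO and 100% = DMSO without agonist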
OXTR potentiator – human OXTR potentiation; activation, % at 3 µM; CHO-OTR cells, Fluo-8 calcium fluorescence, potentiator mode; 0% = oxytocin EC15, 100% = EC100; P30559; hit rate 0.061% among 320,000;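 active = activation above that plate's cutoff, the mean activation of tested compounds plus 3 SD, cut at about 6.6% in these data, passing the limit was not always enough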;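 note: 100% uses oxytocin at 75 nM as the full agonist control; some results filed as inactive read as strong as hits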
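System: human OTR in CHO cells / Also added: sub-maximal oxytocin, roughly EC15 / Control set: EC15 oxytocin low, 75 nM oxytocin high / Schedule: 6 min compound pre-incubation at room temperature, 100 s kinetic read / Compound: single-point 3.0 µM / Replication: singlicate / Technique: Fluo-8 calcium dye fluorescence / Read-out basis: % activation of max/min ratio relative to oxytocin controls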
CHRM1 PAM – positive allosteric modulators of human M1 muscarinic receptor | CHO-K1 hM1, Fluo-8 calcium fluorescence, ACh EC20; 0% = ACh EC20, 100% = maximal ACh | P11229 | activation, % at 3 µM | AID 588819 | hit rate 0.088% among 360,000; in the data active = activation above about 19%, passing the limit was not always enough
CHO-K1 Ca antag – counter-screen for M1 antagonists: effect in parental CHO-K1 cells. ATP-induced calcium, Fluo-8 fluorescence. inhibition, % at 3 µM. hit rate 0.6% among 360,000. AID 602250;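 active = inhibition above a per-plate cutoff, the plate's mean sample inhibition plus 3 SD, cut at about 24% in these data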;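 note: 0% = DMSO plus EC80 ATP and 100% = DMSO alone without ATP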
CHO parental Ca – signal in parental CHO cells, OX1R antagonist counter-screen. parental CHO-K1, ATP-induced calcium, Fluo-8 fluorescence. inhibition, % at 5.6 µM. hit rate 0.63% among 330,000;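 active = inhibition above that plate's mean sample inhibition plus 3 SD, cut at about 26% in these data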;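 note: 0% = ATP-challenged DMSO wells and 100% = DMSO wells without ATP; some compounds past the cut are filed as inactive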
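Measured by: calcium-sensitive Fluo-8 fluorescence / Test system: CHO parental line / Controls: ATP-challenged DMSO wells low, unchallenged DMSO wells high / Measure: % inhibition / Compound: single nominal dose of 5.6 µM per compound / Replicates: single well per compound, no replicates / Reagent: ATP as calcium-mobilizing challenge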
An asterisk follows results filed as active; · = not tested or not shown.

Compound,CHO-K1 Ca ag,CHRM1 PAM,CHO-K1 Ca antag,CHRM4 antagonist,CHRM4 agonist,OXTR potentiator,CHO parental Ca,M1 ag,CHRM1 antagonist
O=C(N/N=C/c1cccc(OC2CSC2)c1)c1ccccc1O,4.5,14,10,-10,9,-23,12,1,16
O=C(COC(=O)c1ccc(O)cc1)NCC1COc2ccccc2O1 (stereo not drawn),1.4,11,12,0,4,-5,-12,5,-14
COc1cc2c(cc1OC)[C@H](C)N(C(=S)Nc1ccc(F)cc1)CC2,5.3,-4,-1,-3,1,4,-10,-4,13
Cc1ccc(NC(=O)N/C=C/c2ccccc2)cc1,-0.3,6,-5,0,0,-20,-20,-5,-8
CCOC(=O)[C@]12Cc3c(cc(OC)c(OC)c3OC)[C@H]1N(CCC(=O)OC)C(=O)c1cc(OC)ccc12,1.3,·,-6,8,1,·,·,·,·
C/C(=N\NC(=O)Cc1ccc(Br)cc1)c1cccnc1,0.8,6,-4,0,1,-7,-24,-2,-11
Cc1cc(C)cc(NC(=O)C2CCC(CNC(=O)[C@@H]3Cc4ccccc4CN3)CC2)c1 (stereo partly drawn),0.4,-2,-7,-3,0,1,-18,-5,-6
NC(=O)C1CCN(CC(=O)Nc2cc(S(=O)(=O)N3CCOCC3)ccc2N2CCCC2)CC1,0.5,18,-15,-1,1,5,-16,0,-14
COc1cccc(C2/C(=C(/O)c3ccc(C)cc3)C(=O)C(=O)N2Cc2ccco2)c1 (stereo not drawn),0.8,10,-7,3,0,-7,-14,-7,-3
C=CCN1C(=O)c2ccc(C(=O)N3CCN(S(=O)(=O)c4cccc([N+](=O)[O-])c4)CC3)cc2C1=O,5.7,-1,-15,-2,15,-6,-26,-5,3
O=C(O)C1C2C=CC(C3CC23)C1C(=O)O (stereo not drawn),0.7,8,-9,9,0,-3,2,-3,-9
CCN(CC)S(=O)(=O)c1ccc(/C(O)=C(\C#N)c2nc3ccccc3n2C)cc1,4.1,-10,-18,1,10,-11,-19,-6,3
COc1cc(/C=N/NC(=O)c2cnccn2)ccc1O,0.1,2,-6,-14,1,-1,6,-5,-2
CC(C)(C)c1nn(-c2ccccc2)c2nc(Cl)c(C=O)cc12,0.1,6,-13,4,0,-3,-5,-5,-15
CCCc1nc2c([nH]1)C(c1cccnc1)C(C#N)=C(N)O2 (stereo not drawn),1.8,3,0,-5,0,-6,1,-2,-2

Further compounds follow:
Compound,CHO-K1 Ca ag,CHRM1 PAM,CHO-K1 Ca antag,CHRM4 antagonist,CHRM4 agonist,OXTR potentiator,CHO parental Ca,M1 ag,CHRM1 antagonist
Cc1cc(C(=O)CCC(=O)N(C)CC(=O)Nc2ccccc2Br)c(C)s1,0.7,0,-5,9,2,6,-6,-4,0
COc1cc(/C=C2/SC(=Nc3ccc(O)cc3)NC2=O)ccc1O,2.4,7,0,4,3,-10,5,-1,-8
CCOc1ccc(/C=N/Nc2nncc(-c3ccccc3)n2)cc1OC,1.0,4,-22,-12,2,-14,-23,-2,-5
N#C/C(=C\c1ccc(-c2nc3ccccc3s2)o1)C(N)=O,0.7,2,6,-3,5,-9,-19,-4,-6
COc1ccccc1NC(=O)CSc1nc(N)c(-c2ccccc2)c(=O)[nH]1,0.7,-1,-2,3,2,-2,-17,-4,-1
Cc1cc(C(=O)CSc2nc3ccc(Cl)cc3[nH]2)c(C)n1C,0.2,2,-7,2,2,-4,-14,-6,-10
Cc1ccc(C(=O)N2[C@@H]3CN(C)C(=O)[C@@]2(Cc2ccccc2)[C@H]2C(=O)N(C)C(=O)[C@@H]32)cc1,-0.4,-9,-3,-2,1,·,·,-2,12
CC(C)C[C@H](NC(=O)C1CCN(S(=O)(=O)c2ccccc2)CC1)C(=O)NCc1ccccn1,0.5,-1,-17,8,-1,0,-5,-7,-3
Cc1ccc(S(=O)(=O)Nc2nc(-c3ccccc3)cs2)cc1,0.5,6,-11,2,0,-3,18,-6,-17
Cc1ccc(-n2c(=O)[nH]cc(C(=O)N3CCc4ccccc43)c2=O)cc1C,0.6,4,-8,5,1,-7,-8,1,-15
Cc1ccc(CN(Cc2ccco2)S(=O)(=O)c2ccc(S(=O)(=O)NCC3CCCO3)cc2)cc1 (stereo not drawn),1.1,-11,-1,8,2,-6,-22,-5,7
CC1CCN(C(=O)CC2C(=O)Nc3c2c(=O)n(C)c(=O)n3Cc2ccccc2)CC1 (stereo not drawn),0.0,6,-22,5,1,-1,-12,-2,-4
Cc1ccc2nc(SCC(=O)Nc3cc(C)on3)nc(=O)n2c1,0.5,-1,7,-1,1,4,3,-2,-6
Cc1c(NS(=O)(=O)c2cc(C(=O)Nc3ccc(F)cc3Cl)ccc2Cl)c(=O)n(-c2ccccc2)n1C,0.4,9,-9,-20,2,·,·,-5,-6
Cc1ccc(CNC(=O)Cc2ccc(-c3ccccc3)cc2)cc1,0.6,3,2,0,0,0,-4,-4,-7

(more compounds)
Compound,CHO-K1 Ca ag,CHRM1 PAM,CHO-K1 Ca antag,CHRM4 antagonist,CHRM4 agonist,OXTR potentiator,CHO parental Ca,M1 ag,CHRM1 antagonist
CN(CCC1CCOCC1)C(=O)CC1C(=O)NCCN1Cc1c(F)cccc1Cl (stereo not drawn),0.3,4,-6,-4,1,-6,-9,-1,-8
N=C1S/C(=C\c2ccco2)C(=O)N1c1nccs1,1.2,6,-17,7,3,-10,26,-2,8
COC(=O)c1cc2c(C)c(C)c3ccccn3c-2c1C(=O)OC,1.2,5,0,-5,3,-19,-15,-3,-5
Cc1c(NC(=O)Cc2noc3ccccc23)cccc1[N+](=O)[O-],0.1,14,14,10,3,-2,-10,-1,-2
O=C(O)c1cc([N+](=O)[O-])ccc1NCCO,0.6,4,9,0,0,-7,-4,-7,-7
CC1CC(C)CN(C(=O)COC(=O)/C=C/c2ccco2)C1 (stereo not drawn),0.1,4,-10,5,1,-4,-6,0,0
Cc1ccc(-c2nc(S(=O)(=O)c3ccccc3)c(SCC(=O)NCC3CCCO3)o2)cc1 (stereo not drawn),0.4,3,-7,-9,0,-11,-18,-6,1
O=C(CN1CCCCC1)NC(=O)Nc1ccccc1F,0.4,12,-5,5,2,·,·,-5,-9
COc1ccc(S(=O)(=O)N2CCCCC2)cc1NC(=O)c1cccs1,0.0,3,5,-1,1,-8,-6,-2,3
COCCn1c(-c2ccc(OC)cc2)cnc1SCC(=O)Nc1cc(C)on1,3.1,0,-2,-6,6,-10,-7,-1,1
COc1ccccc1C(=O)Nc1ccc2c(c1)nc(CCNC(C)=O)n2C,0.6,4,-20,9,0,-4,-6,-5,-4
O=C(Nc1ccc(Cl)cc1)c1sccc1-n1cccc1,-0.3,6,-2,15,-1,-2,-15,-9,-2
Cc1ccc(NC2=CC(=O)OC(C)C2)cc1 (stereo not drawn),-0.2,-2,9,5,-1,-3,-12,-3,4
CCC(CC)C(=O)NCCCN1CCOCC1,1.6,-6,6,-2,1,-1,-3,-7,9
CCn1c(C)nc2cc(C(=O)N/N=C(\C)c3ccc(OC)cc3O)ccc21,0.8,9,-7,-1,2,·,·,-5,-8

(listing goes on)
Compound,CHO-K1 Ca ag,CHRM1 PAM,CHO-K1 Ca antag,CHRM4 antagonist,CHRM4 agonist,OXTR potentiator,CHO parental Ca,M1 ag,CHRM1 antagonist
Cc1nc2ccccc2c2oc(C(=O)NC3CC3)cc12,0.2,7,4,-12,2,3,-10,-3,-12
Nc1nc(NCc2ccco2)nc(N2CCCCC2)c1[N+](=O)[O-],0.0,-7,3,20,1,4,-13,-3,6
Cc1cc(C)cc(NC(=O)Cc2ccc(NC3=NC4CS(=O)(=O)CC4S3)cc2)c1 (stereo not drawn),0.3,3,4,-2,1,-2,1,-3,-3
Cc1ccc(S(=O)(=O)C(CNC(=O)C(C)C)c2cccs2)cc1 (stereo not drawn),0.0,6,4,12,1,-5,-7,-3,0
CCCCN(C)C(=O)c1ccc(S(=O)(=O)N2CCOCC2)cc1,0.2,-2,-5,5,0,-1,-11,-5,-4
CSCCC(NC(=O)COc1ccccc1)C(=O)N1CC(C)OC(C)C1 (stereo not drawn),-0.4,9,12,-15,1,-2,-4,11,-11
CC(C)CN(C(=O)c1ccc(S(=O)(=O)N2CCCCC2)cc1)C1CCS(=O)(=O)C1 (stereo not drawn),-0.1,2,-4,8,0,·,·,-6,0
Cc1cccc(Oc2ncc(-c3ccc(Cl)cc3)cn2)c1C,-0.3,-3,-6,-10,0,-19,-37,-4,-3
Cc1ccc(S(=O)(=O)N2CC=C(C(=O)NC3CC3)CC2)cc1,0.8,5,-9,19,0,-14,8,-2,-10
O=C(CCNC(=O)c1ccco1)NCc1ccc(C(=O)O)cc1,0.7,5,-12,-7,0,5,-8,0,-15
Cc1c(Cl)cccc1NC(=S)N1CCN(S(=O)(=O)c2cccs2)CC1,0.7,8,-9,4,1,-6,-6,-6,-6
Cc1ccc(NC(=O)COC(=O)CN2C(=O)NC(C)(C)C2=O)cc1S(=O)(=O)N1CCOCC1,19*,6,6,6,1,-1,-1,1,4
O=C(CN1C(=O)NC2(CCc3ccccc32)C1=O)c1ccc(Cl)cc1 (stereo not drawn),2.7,7,-4,-8,3,-6,-13,-2,-7
Cn1c(N)cc(-c2ccc(F)cc2)c(C#N)c1=O,-0.4,3,-14,-2,1,-1,-6,-4,-5
CCNC(=O)Nn1c(-c2ccccc2)nc2ccccc2c1=O,0.1,8,21,-12,1,-11,-17,1,-53
CCOC(=O)c1cnn2c(C(F)F)cc(C3CC3)nc12,0.2,7,0,3,-1,-7,6,-2,-12

Bioassay records as filed in PubChem.
